Rv3671c inh – Rv3671c (M. tuberculosis) protease inhibition. P9WHR9. inhibition, % at 5.96 µM. actives 0.048% (n = 320,000). AID 2606; in the data active means inhibition above about 38%;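 further: extracellular domain of Rv3671c used as enzyme; 0% = enzyme with DMSO and 100% = no enzyme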
Target sequence (P9WHR9 whole entry, looked up, the tested form may be a part): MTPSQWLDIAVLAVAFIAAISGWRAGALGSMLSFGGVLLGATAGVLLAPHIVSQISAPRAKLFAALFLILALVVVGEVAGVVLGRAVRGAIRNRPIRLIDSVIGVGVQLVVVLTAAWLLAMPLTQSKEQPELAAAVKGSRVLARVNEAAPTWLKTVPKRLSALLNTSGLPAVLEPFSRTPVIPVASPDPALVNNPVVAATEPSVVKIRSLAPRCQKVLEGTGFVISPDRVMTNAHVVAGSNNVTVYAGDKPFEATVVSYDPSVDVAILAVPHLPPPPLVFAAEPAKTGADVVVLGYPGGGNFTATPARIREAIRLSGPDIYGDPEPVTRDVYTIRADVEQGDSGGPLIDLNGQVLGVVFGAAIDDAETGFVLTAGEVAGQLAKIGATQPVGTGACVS
UGM FP inh – Mtb UDP-galactopyranose mutase inhibition; P9WIQ1; purified UGM, fluorescence polarization probe displacement; inhibition, % at 10 µM; actives 0.06% (n = 320,000); AID 504406; in the data active means inhibition above about 10%, passing the limit was not always enough; inconclusive means no clear call, values can overlap the other calls
PrPC TRFRET – inhibitors of human cell surface prion protein PrPC; P04156; AID 720596; inhibition, % at 13.8 µM; actives 0.43% (n = 370,000); TR-FRET read-out; in the data active means inhibition above about 24%; further: 0% = median of the test wells and 100% = reference compound wells
FadD28 FP inh – blocks FadD28 binding to the bisubstrate probe; inhibition, % at 12.5 µM; actives 0.22% (n = 360,000); fluorescence polarization; AID 588549; in the data active means inhibition above about 8.5%, passing the limit was not always enough; inconclusive means no clear call, values can overlap the other calls
Mtb FBA inh – Mtb fructose-bisphosphate aldolase inhibition | P9WQA3 | purified M. tuberculosis FBA, fluorescence read-out | inhibition, % at 1 µM | actives 2.3% (n = 360,000); in the data active means inhibition above about 27%;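 further: 0% = vehicle and 100% = reference inhibitor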
Target sequence (P9WQA3 whole entry, looked up): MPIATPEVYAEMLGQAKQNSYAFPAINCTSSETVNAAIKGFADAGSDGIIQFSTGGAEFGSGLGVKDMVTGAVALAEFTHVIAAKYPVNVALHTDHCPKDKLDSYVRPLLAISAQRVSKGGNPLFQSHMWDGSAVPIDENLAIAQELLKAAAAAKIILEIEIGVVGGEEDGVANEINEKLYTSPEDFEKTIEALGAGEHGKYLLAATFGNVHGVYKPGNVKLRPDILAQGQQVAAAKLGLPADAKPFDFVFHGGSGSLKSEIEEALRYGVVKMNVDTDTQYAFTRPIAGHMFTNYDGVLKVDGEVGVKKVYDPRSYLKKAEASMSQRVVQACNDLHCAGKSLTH
BoNT F protease – BoNT F light chain protease inhibition. Multiplex microsphere protease cleavage assay, flow cytometry. inhibition, % at 10 µM. actives 0.22% (n = 360,000). AID 588497; in the data active means inhibition above about 35%, passing the limit was not always enough; inconclusive means no clear call, values can overlap the other calls; further: plate controls were buffer without enzyme for full effect and enzyme alone for no effect
Mtb BioA inh – BioA (M. tuberculosis) enzyme inhibition; purified M. tuberculosis BioA enzyme, plate reader; inhibition, % at 9.99 µM; actives 0.096% (n = 360,000); in the data active means inhibition above about 40%; inconclusive means no clear call, values can overlap the other calls
GDH-TPI counter – inhibits GDH-TPI coupling enzymes, artifact for Mtb FBA screen; GDH-TPI coupled enzyme counterscreen, NADH absorbance; inhibition, % at 4.8 µM; actives 1.2% (n = 360,000); AID 588335; in the data active means inhibition above about 30%;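 further: 0% = DMSO wells and 100% = wells lacking the enzyme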
MazF activator – activators of E. coli MazEF toxin-antitoxin RNase; activation, % at 20 µM; FAM/BHQ RNA-DNA oligo cleavage fluorescence, 5 h; actives 0.32% (n = 350,000); AID 504720; P0AE70; in the data active means activation above about 50%
Target sequence (P0AE70 whole entry, looked up): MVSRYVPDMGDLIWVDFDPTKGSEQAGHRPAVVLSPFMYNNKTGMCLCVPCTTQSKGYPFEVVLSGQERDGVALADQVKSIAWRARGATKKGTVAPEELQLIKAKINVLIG
Numbers without * were called inactive; ? = inconclusive; nt = no result given; + = active, no number; & = joins results of further samples.

SMILES	Rv3671c inh	UGM FP inh	PrPC TRFRET	FadD28 FP inh	Mtb FBA inh	BoNT F protease	Mtb BioA inh	GDH-TPI counter	MazF activator
COc1cccc(CC(=O)Nc2ccc(-c3csc(C)n3)cc2)c1	-12.5	-1.8	6.1	-1.7	0.9	?	-0.7	-2.0	-4.4
CC(C)Cc1cc(C(=O)Nc2cc(Br)ccc2O)no1	-15.2	0.9	0.7	-0.5	-0.3	-2.3	-0.3	12.5	7.4
Cc1cc2c(=O)n(CC(=O)N3CCN(c4ccccc4)CC3)cnc2s1	-4.0	0.0	-5.6	-1.1	0.3	-1.6	-0.2	-0.7	6.0
Cc1ccc(CNC(=O)CCn2ccc3cc(S(=O)(=O)N4CCCC4)ccc32)cc1	-1.9	1.6	8.7	-3.7	3.5	10.1	0.1	7.4	2.7
CCn1cc(C(=O)O)c(=O)c2cc(F)c(N3CCN(C(=S)NC(=O)c4ccccc4C)CC3)cc21	-2.7	4.5	2.7	-1.2	6.4	-1.5	nt	17.7	6.5
COc1ccc(COC(=O)Oc2ccc(CNC(C)=O)cc2OC)c([N+](=O)[O-])c1	-5.6	-1.0	-5.2	-1.9	-2.2	-8.8	-0.2	8.5	5.9
COc1ccc(-c2cc(C(F)(F)F)nc(NCc3ccco3)n2)cc1OC	-4.3	-1.9	nt	-3.9	4.0	-6.7	-1.5	-4.1	16.4
O=C(/C=C/c1ccc(S(=O)(=O)N2CCOCC2)cc1)N(CCO)Cc1ccccc1	-1.1	2.4	5.5	-2.1	-2.7	-2.7	-1.5	1.3	0.6
COc1ccccc1-c1nnc(SCC(=O)Nc2ccc3[nH]c(=O)[nH]c3c2)n1N	-1.9	-0.3	-4.6	-1.0	2.4	-1.6	-8.4	7.2	8.3
O=[N+]([O-])c1cc(/C=N/Nc2nc(N3CCCCC3)nc(N3CCCCC3)n2)ccc1O	-6.7	-0.4	-5.3	-0.5	5.6	-4.3	nt	12.1	-3.2
CCN1CCCC1CNC(=O)CCNC(=O)c1cc(OC)c(OC)c(OC)c1 (stereo unspecified)	-6.1	-2.6	-1.2	-2.2	1.8	-0.1	0.0	3.4	-6.7
Nn1c(Nc2ccccc2)nc2sc3c(c2c1=O)CCC3	nt	nt	9.2	1.7	1.9	-2.6	1.1	28.5	-4.2
O=C(Nc1cccc(NC(=O)c2nccc3ccccc23)c1)c1ccco1	-22.4	0.9	-7.3	-8.4	0.3	-12.1	nt	17.5	6.8
CN(C)c1nnnn1-c1ccc(Oc2ccccc2)cc1	-2.0	1.6	-2.8	-0.3	1.2	-3.1	nt	-0.7	-6.8
CC1(C)CC(N2CN(C3CCCCC3)CC2=O)CC(C)(C)N1	-0.2	0.1	-2.2	-2.5	-1.8	14.0	-1.0	3.2	0.7
Cc1cc(=O)n(CCCO)c(O)c1C#N	-0.7	2.2	0.1	-1.4	6.0	2.4	-1.9	8.3	-35.5
CN(CC(=O)NC(=O)NC(C)(C)C)CC(=O)Nc1ccccc1Cl	3.2	1.3	1.3	0.8	4.9	0.4	1.8	4.4	-2.4
COc1ccc2cc(OCC(=O)NNC(=O)Nc3ccc(OC)c(OC)c3)ccc2c1	-0.1	-0.9	-0.2	-2.1	2.7	-0.4	-1.8	2.4	-8.9
CN1C(=O)C(CC(=O)NCCc2ccccc2)N(NC(=O)c2ccc(Cl)cc2)C1=S (stereo unspecified)	3.9	-2.3	2.3	-3.1	-1.9	?	1.5	-3.4	9.1
COc1cc(C(=O)NCC(c2cccs2)N2CCOCC2)c([N+](=O)[O-])cc1OC (stereo unspecified)	-1.4	0.8	-12.8	-1.6	-0.4	-10.7	-1.6	4.9	0.9
CC(C)(C)c1cc2cccnc2n1Cc1cccc(Cl)c1	3.2	0.8	1.1	-0.1	3.2	-2.1	1.4	8.1	10.3
Cc1nc(C)c(C(=O)Nc2ccccc2-c2ccccc2)o1	-5.6	2.0	-3.5	-0.2	6.8	0.6	-1.5	8.7	-9.3
Cc1ccc(-c2cc(C(=O)Nc3cnn(C45CC6CC(CC(C6)C4)C5)c3)no2)cc1	6.8	0.7	nt	-1.2	1.0	2.6	-0.5	7.2	-6.0
COc1ccc(/C=C/C(=O)N2CCCC2)cc1OC	2.4	-0.5	-3.0	-2.1	7.0	7.4	nt	16.3	-25.6
CCCc1cc(=O)oc2cc(OCC(=O)NCCc3ccc(S(N)(=O)=O)cc3)ccc12	5.8	0.3	-5.6	-4.0	21.8	6.8	-3.0	7.7	3.0
CCOC(=O)c1c(NC(=O)CN2CCCc3ccccc32)sc(C)c1CC	-7.3	-2.0	2.8	-2.5	3.4	-5.2	nt	7.1	20.7
Cc1ccc(NC(Cc2cc(C)no2)c2ccccc2)cc1 (stereo unspecified)	-4.1	nt	-0.4	-1.3	1.6	-10.0	-0.4	0.0	-0.9
Cc1sc(NC(=S)NC(=O)c2ccc(C(C)(C)C)cc2)c(C#N)c1C	-0.5	1.2	-8.5	-2.5	5.2	-2.8	-0.6	3.5	19.4
CC1(C)Cc2c(C#N)c(N)n(-c3ccccc3)c(=O)c2CO1	-1.0	-0.1	-0.5	-1.9	5.0	-11.2	-1.0	-0.9	-1.9
CCC(C)c1nc2c(c(N3CCC3=O)c1-c1ccccc1)CCCC2 (stereo unspecified)	-3.7	-1.0	4.4	-3.6	1.0	1.7	0.4	-3.1	3.4
C[C@H](CO)N1C[C@H](C)[C@@H](CN(C)C(=O)NC2CCCCC2)Oc2c(NC(=O)Nc3ccccc3)cccc2C1=O	-1.9	5.5	4.5	-0.5	-1.8	-3.8	0.1&0.0	13.4	-7.1
COc1c(Cl)cc(Cl)cc1CNCCNCCO	4.4	0.0	3.5	2.1	2.0	-11.5	2.9	-10.7	6.5
C[C@H]1CN=C(Nc2ccccc2)N1CCc1ccc(F)cc1	-4.4	-3.9	-2.0	2.2	4.0	-2.9	0.8	0.0	6.6
COc1ccc(NC(=O)C2CCC(C)(C(=O)O)C2(C)C)cc1 (stereo unspecified)	-2.9	0.0	2.2	-0.8	3.9	-13.1	-0.2	9.0	-2.2
CC(C)(O)[C@H]1Cc2cc3ccc(=O)oc3cc2O1	-14.1	3.9	1.8	-1.4	+	-0.5	2.9	24.5	9.1
O=C1C(Cl)=C(NS(=O)(=O)c2ccc([N+](=O)[O-])cc2)C(=O)c2ccccc21	2.2	1.2	-42.2	0.8	-14.1	-12.8	nt	20.6	10.2
O=C(N/N=C/c1ccc[nH]1)c1ccccc1OCc1ccccc1Cl	-0.6	1.1	9.3	-4.6	-5.5	-12.2	nt	4.9	1.7
COc1ccc(NC(=O)c2cc(-c3cc(Cl)ccc3C)n[nH]2)c(OC)c1	nt	nt	8.3	-2.6	0.3	3.7	-0.1	2.2	nt
O=C(Nc1nnc(-c2cc(Cl)ccc2Cl)o1)C1=COCCO1	10.8	nt	5.2	-2.6	0.3	-6.5	nt	-7.2	5.4
O=C(CC1Sc2ccccc2NC1=O)NCc1ccccc1 (stereo unspecified)	-3.3	0.7	0.9	-4.3	1.7	-5.0	1.2	-1.3	-2.5
O=C(NNC(=O)c1cc2ccccc2cc1O)c1cccs1	0.1	-0.8	-12.6	-0.1	2.0	15.8	nt	15.8	0.1
CCN(C(=O)c1ccc(NC(=O)c2ccco2)cc1)c1ccccc1	nt	-2.8	-6.8	-4.2	-5.4	-8.0	-1.0	11.4	0.6
Cc1ccc(SCc2nn(C)c(Cl)c2C=O)cc1	3.9	-1.6	6.8	-1.5	-2.3	-4.2	9.9	-0.3	4.8
N#Cc1ccc(-c2ccc(F)cc2)nc1Oc1ccc(Cl)c(Cl)c1	-3.1	-1.7	-6.0	-1.1	1.9	-1.3	-1.2	-4.2	-27.9
COc1ccccc1N1C(=N)S/C(=C\c2ccc(-c3ccccc3C(=O)O)o2)C1=O	-4.7	0.6	2.8	2.1	-2.4	-1.5	nt	7.9	-25.3
CC1(C)C(=O)Nc2ccccc2N1C(=O)COC(=O)CSc1ccc(F)cc1	8.4	0.2	-0.7	-2.1	6.4	2.4	-5.0	7.6	-1.0
CCOC(=O)c1c(NC(=O)C[n+]2ccc(Cc3ccccc3)cc2)sc(C)c1C	-6.0	-1.7	-0.5	-6.4	-2.0	-3.9	nt	8.5	32.4
Cc1cccc(C2Nc3ccccc3C(=O)N2c2ccccc2)n1 (stereo unspecified)	2.1	-1.4	2.0	-3.5	61.4*	15.4	-1.0	-2.4	5.7
CCOC(=O)C1NN=C(C(=O)c2ccccc2)C1c1ccccc1 (stereo unspecified)	-6.5	nt	-8.8	-1.2	-1.9	-13.2	nt	-0.7	-4.4
COc1ccc(N2CCN(S(=O)(=O)CCNC(=O)COc3cccc(OC)c3)CC2)cc1	7.2	0.7	5.3	-1.1	1.1	2.7	-6.6	11.8	-14.1

The list goes on, overlapping the part above by 2 compounds.
SMILES	Rv3671c inh	UGM FP inh	PrPC TRFRET	FadD28 FP inh	Mtb FBA inh	BoNT F protease	Mtb BioA inh	GDH-TPI counter	MazF activator
CCOC(=O)C1NN=C(C(=O)c2ccccc2)C1c1ccccc1 (stereo unspecified)	-6.5	nt	-8.8	-1.2	-1.9	-13.2	nt	-0.7	-4.4
COc1ccc(N2CCN(S(=O)(=O)CCNC(=O)COc3cccc(OC)c3)CC2)cc1	7.2	0.7	5.3	-1.1	1.1	2.7	-6.6	11.8	-14.1
Cc1c(NC(=O)CSc2nnc(-c3ccco3)n2-c2ccccc2)c(=O)n(-c2ccccc2)n1C	-0.4	2.5	-6.3	-1.8	5.3	-3.0	-0.2	-0.9	-2.0
O=C(CSc1nc(-c2ccccc2Cl)ns1)NCc1ccc2c(c1)OCO2	-4.0	0.0	-2.9	-0.3	2.2	2.5	nt	8.6	22.3
NS(=O)(=O)c1ccc(NC(=O)NC2CC(=O)N(c3ccc4c(c3)OCCO4)C2)cc1 (stereo unspecified)	6.6	-0.1	3.0	-5.1	-2.1	6.4	nt	4.2	14.9
CC1(Cc2ccccc2C#N)C(=O)Nc2ccc(-c3ccccc3)cc21 (stereo unspecified)	nt	nt	-6.1	-2.9	-3.1	-4.7	2.2	-0.9	nt
Brc1ccc(C2=Nn3c(Cn4nnc5ccccc54)nnc3SC2)cc1	4.5	-2.6	4.6	-2.0	0.9	?	2.9	-7.6	-9.0
Cc1cccc(OCC(=O)N(Cc2ccc(F)cc2)C2CCS(=O)(=O)C2)c1C (stereo unspecified)	-5.2	-1.4	1.1	0.0	0.5	-0.7	2.0	-1.7	8.2
CCCCCC/C=N/Nc1nnc(Cc2ccc(OC)c(OC)c2)c(=O)[nH]1	-18.3	1.9	-6.0	-0.7	-0.5	-18.6	-0.3	10.0	-0.3
CCOC(=O)C(C)Oc1ccc2c(C)cc(=O)oc2c1C(C)=O (stereo unspecified)	4.4	0.0	4.2	-1.4	2.4	5.2	1.8	14.9	-2.9
C[C@@H]1CN([C@H](C)CO)C(=O)c2cc(Br)cnc2O[C@@H]1CN(C)Cc1cncnc1	nt	nt	-1.3	0.0	-1.6	2.3	-1.6&-0.2	13.4	-0.5
Cc1c(/C=N/Nc2ccc(C(=O)O)cc2)c2ccccc2n1C	4.0	-3.5	-2.7	2.9	4.4	-0.1	-1.8	40.5*	-6.8

Ordered by length of the SMILES (high to low): five of the compounds above.
SMILES	Rv3671c inh	UGM FP inh	PrPC TRFRET	FadD28 FP inh	Mtb FBA inh	BoNT F protease	Mtb BioA inh	GDH-TPI counter	MazF activator
NS(=O)(=O)c1ccc(NC(=O)NC2CC(=O)N(c3ccc4c(c3)OCCO4)C2)cc1 (stereo unspecified)	6.6	-0.1	3.0	-5.1	-2.1	6.4	nt	4.2	14.9
Cc1cccc(OCC(=O)N(Cc2ccc(F)cc2)C2CCS(=O)(=O)C2)c1C (stereo unspecified)	-5.2	-1.4	1.1	0.0	0.5	-0.7	2.0	-1.7	8.2
CCCCCC/C=N/Nc1nnc(Cc2ccc(OC)c(OC)c2)c(=O)[nH]1	-18.3	1.9	-6.0	-0.7	-0.5	-18.6	-0.3	10.0	-0.3
Brc1ccc(C2=Nn3c(Cn4nnc5ccccc54)nnc3SC2)cc1	4.5	-2.6	4.6	-2.0	0.9	?	2.9	-7.6	-9.0
CCOC(=O)C(C)Oc1ccc2c(C)cc(=O)oc2c1C(C)=O (stereo unspecified)	4.4	0.0	4.2	-1.4	2.4	5.2	1.8	14.9	-2.9

Screening data as filed in PubChem.
